Compound activity deposited in PubChem BioAssay by National Center for Advancing Translational Sciences (NCATS).
Mito fusion act: mitochondrial division inhibition or fusion activation; AID 485298; Potency, µM (doses to about 46.1 µM), without a hit: top-dose growth rescue (activation), hits mostly activators; hit rate 0.23% among 320,000; S. cerevisiae fusion-defective mutant growth rescue, CellTiterGlo 48 h;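 note: potency is the fitted concentration of half-maximal effect; % of control where 0% means no effect; nearly all actives have a fitted effect of over 45% in size; temperature-sensitive fusion mutants such as fzo1-1 at 37 °C on non-fermentable ethanol glycerol medium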
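Compounds are tested for their ability to restore growth of mitochondrial fusion-defective yeast strains at non-permissive 37C in YPEG medium over 48 hours. Viability is quantified by luciferase luminescence.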
TCR activator: activators of T cell receptors; Potency, µM (top dose mostly 9.22 µM), for inactives: at the highest dose activation of IL-2 secretion, hits mostly activators; 330,000 tested, under 10 active; primary human leukocytes, anti-CD3, IL-2 HTRF, 48 h; note: % of control where 0% means no effect
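Primary human leukocytes incubated 48 hr with anti-CD3 beads plus compound, without co-stimulation. Secreted IL-2 measured by HTRF (europium cryptate/d2 anti-IL-2 pair, 320 nm excitation, 665 nm emission).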
MBNL1 CUG block: MBNL1-poly(CUG) RNA binding inhibition | Q9NR56 | TR-FRET MBNL1-His/biotin-(CUG)12 binding, 665/545 ratio | Potency, µM (titrated, usually from 57.5 µM), without a hit: at the top dose activity change, negative = inhibition, usual class: inhibitors | hit rate 0.036% among 280,000 | AID 2675; active = well fitted inhibition curve with a large enough effect in the signal ratio, with a control signal flat, not every such curve was filed as active; inconclusive = small, poorly fitted or top-dose-only effect, or effect the other way, or a change in a side signal; inactive = no such curve, though single readings can be large or run the other way; the % refers to the signal ratio; note: potency is the fitted concentration of half-maximal effect; % is set by controls: 0 for no effect and ±100 for the full control effect
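Compound titration spanned 92 nM–58 uM against the MBNL1-His/biotin-(CUG)12 complex. After 60 min at room temperature with 5 nM streptavidin-XL665 and 0.055 ng/ul terbium anti-His, ratiometric 665/545 nm emission (Ex 340 nm) normalized to controls.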
TSHR antag: blocks TSH signaling through the human TSH receptor | P16473 | hit rate 0.2% among 330,000 | AID 504810 | activity change, negative = inhibition, % at 11.5 µM | TSHR-expressing cells, TSH-stimulated cAMP HTRF, 2 h; active compounds read low;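 active = activity change below a set negative limit, meaning inhibition stronger than a set level, cut at about -70% in these data; inconclusive = activity change between two set negative limits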; note: % is set by controls: 0 for no effect and ±100 for the full control effect
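Freshly harvested TSHR cells receive pin-tooled compound, then EC80 TSH at 4nM final. After 2 hours at 37 deg C, antibody in lysis buffer and cAMP-d2 are added; 30 minutes at ambient temperature precede the HTRF read.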
ASM inhibitor: human S-ASM enzyme inhibition | P17405 | placental ASM, HMU-PC fluorogenic substrate, 60 min | Potency, µM (titrated, usually from 57.5 µM), for the others: at the top dose activity change, negative = inhibition, usual class: inhibitors | hit rate 0.006% among 340,000 | AID 504937; note: potency is the fitted concentration of half-maximal effect
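Human placenta-derived ASM enzyme was preincubated with compound for 10 minutes at room temperature, then given fluorogenic substrate HMU-PC0 (9 uM final) for 60 minutes at 37 °C; a pH 10 stop preceded fluorescence reading at Ex 386/Em 447 nm.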
MLL CXXC-DNA inh: blocks binding of human MLL CXXC domain to DNA. Q03164. MLL-CXXC / FITC-HOXA9 DNA fluorescence polarization. Potency, µM (series often up to 115 µM), inactives show at the top dose activity change, negative = inhibition, most hits filed as inhibitors. hit rate 0.037% among 290,000. AID 2662; active = well fitted inhibition curve with a large enough effect in the polarisation, with a control signal flat, not every such curve was filed as active; inconclusive = small, poorly fitted or top-dose-only effect, or effect the other way, or a change in a side signal; inactive = no such curve, though single readings can be large or run the other way; the % refers to the polarisation; note: potency is the fitted concentration of half-maximal effect
Target sequence (Q03164 whole entry, looked up, the tested form may be a part): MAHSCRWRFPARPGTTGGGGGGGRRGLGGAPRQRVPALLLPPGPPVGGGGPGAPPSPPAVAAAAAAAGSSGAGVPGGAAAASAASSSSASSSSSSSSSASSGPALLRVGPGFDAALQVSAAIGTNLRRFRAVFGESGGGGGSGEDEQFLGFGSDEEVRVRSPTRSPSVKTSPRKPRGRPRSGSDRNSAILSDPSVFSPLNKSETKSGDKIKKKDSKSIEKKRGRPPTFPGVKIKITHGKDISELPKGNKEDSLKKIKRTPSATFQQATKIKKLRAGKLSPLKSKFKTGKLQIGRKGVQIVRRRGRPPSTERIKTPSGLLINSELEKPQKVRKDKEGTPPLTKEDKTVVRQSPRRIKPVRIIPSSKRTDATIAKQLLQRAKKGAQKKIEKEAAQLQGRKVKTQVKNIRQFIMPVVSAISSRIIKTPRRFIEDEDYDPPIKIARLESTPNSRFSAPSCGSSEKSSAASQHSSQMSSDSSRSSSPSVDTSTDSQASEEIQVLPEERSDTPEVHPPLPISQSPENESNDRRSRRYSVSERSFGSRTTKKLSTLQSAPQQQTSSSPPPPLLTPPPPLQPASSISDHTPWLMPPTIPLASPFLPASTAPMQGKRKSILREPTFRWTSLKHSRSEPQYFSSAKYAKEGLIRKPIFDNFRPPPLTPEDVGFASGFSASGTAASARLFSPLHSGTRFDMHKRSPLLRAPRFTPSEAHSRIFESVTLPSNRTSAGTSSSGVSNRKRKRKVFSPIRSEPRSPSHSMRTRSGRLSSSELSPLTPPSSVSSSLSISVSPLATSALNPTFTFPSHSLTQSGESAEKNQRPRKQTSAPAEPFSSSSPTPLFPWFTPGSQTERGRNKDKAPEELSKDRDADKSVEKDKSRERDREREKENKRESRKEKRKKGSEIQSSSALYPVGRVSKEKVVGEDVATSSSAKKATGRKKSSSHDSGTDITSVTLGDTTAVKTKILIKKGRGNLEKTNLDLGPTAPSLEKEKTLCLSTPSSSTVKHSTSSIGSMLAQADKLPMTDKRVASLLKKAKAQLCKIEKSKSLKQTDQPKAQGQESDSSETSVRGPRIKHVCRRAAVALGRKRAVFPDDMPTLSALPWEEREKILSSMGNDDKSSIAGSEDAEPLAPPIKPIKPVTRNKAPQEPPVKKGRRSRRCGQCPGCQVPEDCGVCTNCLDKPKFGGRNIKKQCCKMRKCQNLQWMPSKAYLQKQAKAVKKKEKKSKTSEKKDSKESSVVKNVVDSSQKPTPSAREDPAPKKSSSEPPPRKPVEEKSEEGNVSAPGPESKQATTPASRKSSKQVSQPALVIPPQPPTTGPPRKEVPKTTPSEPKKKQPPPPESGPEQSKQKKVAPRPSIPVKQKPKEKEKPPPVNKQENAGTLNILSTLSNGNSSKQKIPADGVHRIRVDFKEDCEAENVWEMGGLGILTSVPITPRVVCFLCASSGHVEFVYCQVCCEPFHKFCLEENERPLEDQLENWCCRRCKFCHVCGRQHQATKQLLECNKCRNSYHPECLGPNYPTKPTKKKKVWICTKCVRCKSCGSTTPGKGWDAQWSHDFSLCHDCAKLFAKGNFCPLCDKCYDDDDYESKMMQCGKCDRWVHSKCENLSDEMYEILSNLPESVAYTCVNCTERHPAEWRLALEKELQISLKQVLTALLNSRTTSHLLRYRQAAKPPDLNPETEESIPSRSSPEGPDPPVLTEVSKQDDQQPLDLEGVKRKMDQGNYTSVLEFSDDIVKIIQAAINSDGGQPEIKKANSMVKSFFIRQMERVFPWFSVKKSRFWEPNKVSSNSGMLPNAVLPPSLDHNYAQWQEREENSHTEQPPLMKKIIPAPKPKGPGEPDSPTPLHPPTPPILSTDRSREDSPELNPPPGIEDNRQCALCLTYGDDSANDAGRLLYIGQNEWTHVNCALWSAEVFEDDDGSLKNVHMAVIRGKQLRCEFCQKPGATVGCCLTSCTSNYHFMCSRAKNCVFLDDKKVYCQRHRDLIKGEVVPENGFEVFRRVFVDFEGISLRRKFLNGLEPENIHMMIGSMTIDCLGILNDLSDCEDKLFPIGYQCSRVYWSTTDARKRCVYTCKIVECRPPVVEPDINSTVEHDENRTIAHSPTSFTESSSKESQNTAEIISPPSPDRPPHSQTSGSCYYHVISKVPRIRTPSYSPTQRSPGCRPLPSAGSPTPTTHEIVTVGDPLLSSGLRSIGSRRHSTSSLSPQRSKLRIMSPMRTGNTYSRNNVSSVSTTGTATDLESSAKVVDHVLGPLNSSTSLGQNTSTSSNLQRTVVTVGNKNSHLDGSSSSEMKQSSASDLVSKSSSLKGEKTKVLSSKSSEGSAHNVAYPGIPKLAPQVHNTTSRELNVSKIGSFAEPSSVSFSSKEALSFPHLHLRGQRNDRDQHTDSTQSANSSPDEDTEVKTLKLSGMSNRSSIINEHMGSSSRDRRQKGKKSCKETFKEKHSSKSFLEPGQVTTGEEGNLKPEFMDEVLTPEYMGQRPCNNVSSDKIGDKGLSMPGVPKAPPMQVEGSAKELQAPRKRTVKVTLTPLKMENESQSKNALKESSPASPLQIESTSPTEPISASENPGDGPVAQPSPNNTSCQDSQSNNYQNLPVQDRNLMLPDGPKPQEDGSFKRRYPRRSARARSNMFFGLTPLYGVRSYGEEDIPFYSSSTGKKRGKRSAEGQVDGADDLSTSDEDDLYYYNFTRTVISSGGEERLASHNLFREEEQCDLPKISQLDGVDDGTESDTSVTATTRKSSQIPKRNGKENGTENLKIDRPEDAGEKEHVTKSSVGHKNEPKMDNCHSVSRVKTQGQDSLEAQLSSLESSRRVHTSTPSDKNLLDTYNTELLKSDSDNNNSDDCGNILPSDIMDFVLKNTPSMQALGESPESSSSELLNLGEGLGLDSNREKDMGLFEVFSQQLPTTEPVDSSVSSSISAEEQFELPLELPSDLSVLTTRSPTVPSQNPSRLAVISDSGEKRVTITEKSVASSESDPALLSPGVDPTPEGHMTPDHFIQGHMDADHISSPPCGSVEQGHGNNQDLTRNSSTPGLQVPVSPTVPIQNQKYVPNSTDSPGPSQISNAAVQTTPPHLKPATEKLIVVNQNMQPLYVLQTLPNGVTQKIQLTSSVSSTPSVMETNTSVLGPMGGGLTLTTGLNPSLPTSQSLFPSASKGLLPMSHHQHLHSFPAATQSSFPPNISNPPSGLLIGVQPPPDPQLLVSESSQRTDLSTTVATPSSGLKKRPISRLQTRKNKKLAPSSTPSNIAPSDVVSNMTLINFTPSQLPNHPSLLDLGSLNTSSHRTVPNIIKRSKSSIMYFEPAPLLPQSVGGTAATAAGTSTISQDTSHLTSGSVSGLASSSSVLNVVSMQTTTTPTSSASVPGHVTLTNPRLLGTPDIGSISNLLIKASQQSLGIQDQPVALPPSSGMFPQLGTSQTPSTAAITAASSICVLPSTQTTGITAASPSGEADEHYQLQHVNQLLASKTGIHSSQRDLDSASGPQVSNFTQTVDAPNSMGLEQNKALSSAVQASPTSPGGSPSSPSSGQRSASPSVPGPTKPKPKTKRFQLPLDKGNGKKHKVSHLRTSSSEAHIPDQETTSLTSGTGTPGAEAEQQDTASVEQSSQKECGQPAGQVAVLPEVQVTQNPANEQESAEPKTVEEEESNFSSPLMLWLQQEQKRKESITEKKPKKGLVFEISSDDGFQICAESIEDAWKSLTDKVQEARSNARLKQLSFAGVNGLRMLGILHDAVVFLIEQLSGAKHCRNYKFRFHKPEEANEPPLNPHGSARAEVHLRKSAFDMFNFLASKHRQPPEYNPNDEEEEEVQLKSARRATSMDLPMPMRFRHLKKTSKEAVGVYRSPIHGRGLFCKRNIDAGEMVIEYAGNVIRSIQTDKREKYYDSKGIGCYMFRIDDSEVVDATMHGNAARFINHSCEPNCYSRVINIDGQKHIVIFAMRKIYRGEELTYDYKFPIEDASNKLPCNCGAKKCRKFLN
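Fluorescence polarization: 7 uM MLL-CXXC (stock) preincubated 5 min with compounds, then 50 nM fluorescein-HOX-A9 DNA (stock) added; 30 min ambient. Buffer 50 mM Tris-HCl pH 7.5, 50 mM NaCl, 1 mM DTT, 0.05% BSA.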
AT treatment: potential ataxia-telangiectasia treatments restoring KAP-1 phosphorylation; […] A-T fibroblasts, KAP-1 phosphorylation AlphaLISA; neocarzinostatin DNA damage 30 min before lysis; Potency, µM (top dose mostly 57.5 µM), for the others: at the top dose activation, hits mostly activators; hit rate 0.19% among 320,000; AID 485349; note: potency is the fitted concentration of half-maximal effect; % of control where 0% means no effect; nearly all actives have a fitted effect of over 45% in size
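hTERT-immortalized A-T patient fibroblasts ([…]), 500 cells/well in OPTI-MEM, 1% FBS, got compounds for 60 min, then NCS for 30 min at 37C. Lysates were then assayed for phospho-KAP-1 by AlphaLISA (anti-pKAP1 donor, anti-KAP1 acceptor beads), 6 hr at 25C.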
PTAP TSG101 blk: blocks PTAP/TSG101 interaction to inhibit HIV-1 budding | AID 493005 | 340,000 tested, under 10 active | Potency, µM (doses to about 115 µM), without a hit: top-dose activity change, negative = inhibition, most hits filed as inhibitors | Fluorescence polarization, FITC-PTAP peptide / Tsg101 binding; active = well fitted inhibition curve with a large enough effect in the main read-out, with a control signal flat, not every such curve was filed as active; inconclusive = small, poorly fitted or top-dose-only effect, or effect the other way, or a change in a side signal; inactive = no such curve, though single readings can be large or run the other way; note: potency is the fitted concentration of half-maximal effect; % of control where 0% means no effect
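Fluorescence polarization binding of Tsg101 binding domain (10 uM final) to FITC-labeled PTAP peptide (50 nM final) in HEPES pH 7.5 buffer with NaCl, Tween 20, EDTA, TCEP. Compounds added before peptide; binding 20 min at RT.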
Menin-MLL TR inh: inhibitors of human menin-MLL interaction, mutant MLL peptide; O00255; Menin + Texas Red MLL mutant peptide, fluorescence polarization; Potency, µM (top dose mostly 61.6 µM), for inactives: at the highest dose FP activity change, negative = inhibition, actives largely listed as inhibitors; hit rate 0.23% among 270,000; AID 1768; active = well fitted inhibition curve with a large enough effect in the polarisation, with a control signal flat, not every such curve was filed as active; inconclusive = small, poorly fitted or top-dose-only effect, or effect the other way, or a change in a side signal; inactive = no such curve, though single readings can be large or run the other way; the % refers to the polarisation; note: potency is the fitted concentration of half-maximal effect; % of control where 0% means no effect; many of its hits are not listed in these tables
Integrin act MD: integrin-mediated muscular dystrophy alleviation activation; alpha7betagal myoblasts, beta-gal FDG fluorescence, 48 h; Potency, µM (series often up to 38.3 µM), for inactives: at the top dose activation, most hits filed as activators; hit rate 0.064% among 350,000; AID 624291;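 note: potency is the fitted concentration of half-maximal effect; 100% = response of the positive control SU9516; nearly all actives have a fitted effect of over 60% in size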
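Alpha7betagal+/- myoblasts (passage 13) were plated 16-24 hr, then exposed to compounds (1:260 dilution of DMSO stock) for 48 hours at 37C. After MPER lysis, β-galactosidase reporter activity was read as FDG fluorescence (ex 480/em 540) after 30 minutes.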
* marks the source's active call; other numbers are inactive results; ? = inconclusive; . = no result given; [ ] = another dose, or the depositor's remark. Unless noted, calls come from the whole dose curve; as a rule, active = well fitted curve in the direction sought with a large enough effect; inconclusive = small, poorly fitted or top-dose-only effect, or another doubt; inactive = no such curve, though single readings can be large; an effect the other way counts as inactive or inconclusive. This is a subset; the hit share may differ from the screen's.

SMILES	Mito fusion act	TCR activator	MBNL1 CUG block	TSHR antag	ASM inhibitor	MLL CXXC-DNA inh	AT treatment	PTAP TSG101 blk	Menin-MLL TR inh	Integrin act MD
CC(NC(=O)c1cc(-c2ccncc2)nc2ccc(Br)cc12)C1CCCO1 (configuration not stated)	0%	-4%	?	-9	.	0%	0%	-1%	0%	-7%
O=C(COc1ccc(F)cc1)N(CC1=CCS(=O)(=O)C1)c1ccccc1	-1%	-2%	0%	-1	0%	3%	-1%	-4%	27%	-15%
Cc1ccc2c(CN3CCN(CCO)CC3)cc(=O)oc2c1C	-2%	1%	6%	-6	-1%	-3%	1%	-4%	1%	-21%[7.66 µM]
O=C(c1ccccc1F)N(NC(=O)C(O)(c1ccccc1)c1ccccc1)c1ccccc1	2%	-2%[46.1 µM]	-8%	4	0%	-7%	0%	-1%	7%	4%
O=C(N/N=C/c1ccc[nH]1)c1ccncc1	12%	7%	9%	11	-1%	-4%	1%	-7%	2%	0%
CCOC(=O)C1CCN(C(=O)C2CCN(S(=O)(=O)N3CCC4(CC3)OCCO4)CC2)CC1	-8%	-5%	-6%	-1	-1%	12%	-3%	1%	3%	-8%
N#C/C(C(=O)Oc1ccccc1)=C1\C=CC=CN1	-6%	12%	12%	1	0%	4%	-3%	1%	11%	-21%
CC(=O)N/C(=C\c1ccccc1)C(=O)OCc1ccc(C)cc1	0%	-6%	3%	-2	-4%	-3%	1%	-4%	.	-14%
Cc1cc(NC(=O)c2cc(-c3ccco3)on2)no1	4%	0%	2%	-9	2%	-2%	0%	-1%	-19%	-11%
CCOc1ccc2oc(C(=O)Nc3ccc(N4CCOCC4)cc3)c(C)c2c1	-2%	6%	-5%	.	-12%	1%	.	-3%	6%	1%
O=C(NC1CCCCCC1)c1ccc([N+](=O)[O-])s1	6%	-104%	.	-2	6%	.	-2%	-2%	.	-71%[inhibitor]
O=c1oc(-c2ccc(Br)cc2)nc2ccccc12	-1%	.	-5%	50	0%	9%	1%	-1%	-29%	-3%
COc1ccc(NC(=O)C(c2ccccc2)N(C)C(=O)c2cnccn2)cc1 (configuration not stated)	0%	4%	-2%	-6	5%	1%	-5%	-2%	19%	21%
O=C(COC(=O)C1(c2ccccc2)CC1)N1CCN(c2ccc(F)cc2)CC1	13%	2%	2%	-4	-3%	1%	-5%	-3%	2%	6%
CN(C(=O)COC(=O)c1ccc(S(=O)(=O)N2CCOCC2)cc1)c1ccccc1	.	-5%	.	-9	2%	.	0%	-2%	.	-4%
COc1ccccc1OCCC(=O)Nc1nc(C)cs1	2%	2%	3%	-2	1%	2%	9%	-2%	.	-9%
CCn1ccnc1C(O)c1cccc2ccccc12 (configuration not stated)	-3%	-1%	-2%	-1	-1%	?	-3%	-5%	-11%	9%
Cc1coc2c1c(C)cc1oc(=O)c(CC(=O)NCC(=O)N[C@H](C(=O)O)C(C)C)c(C)c12	10%	0%	29%	-1	202%[activator]	-3%	5%	-3%	-4%	4%
Cc1cnc(C(=O)Nc2ccccc2-c2ccc(C)o2)cn1	-2%	-4%	?	-4	0%	4%	-4%	-6%	-3%	11%
Clc1c(CSc2nc3ccccc3o2)nc2ccccn12	7%	-3%	-5%	-49	-3%	-3%	-1%	-8%	?	5%
O=C(CNS(=O)(=O)c1ccccc1)N/N=C/c1ccncc1	1%	.	.	3	9%	.	3%	-1%	.	-5%
O=C(O)CC1(C(=O)O)CCCC1	.	0%	.	.	5%	.	.	-9%	.	0%
Cc1c(C(=O)NN)[nH]c2ccc([N+](=O)[O-])cc12	-2%	-8%	?	-13	-1%	-9%	1%	-1%	.	16%
CC1(c2ccc(Cl)cc2)NC(=O)N(CC(=O)N2CCc3ccccc32)C1=O (configuration not stated)	.	-6%	.	.	-2%	.	12%	-7%	.	-30%
Cc1noc(C)c1C(=O)Nc1sc2c(c1C(N)=O)CCC2	8%	.	-1%	13	23%	1%	-11%	0%	12%	0%
Cc1ccc(/C=N/n2c(-c3ccncc3)n[nH]c2=S)cc1	?	5%[46.1 µM]	-17%	20	0%	-1%	-18%	-3%	-16%	-20%
O=C(O)C1CCCN1c1ncnc2c1oc1ccccc12 (configuration not stated)	-5%	-9%	?	5	5%	1%	7%	-3%	0%	1%
Cc1ccc(C(=O)O/N=C/c2c(C)nn(C)c2Cl)cc1	9%	-6%	-6%	-9	-3%	17%	3%	-2%	-16%	-12%
Nc1c(C(=O)c2cccs2)sc2nsc(SCCN3CCCCC3)c12	8%	-22%	13%	0	-25%	?	8%	?	.	-19%
Cn1c(=O)c2c(nc(N/N=C/c3cccnc3)n2Cc2ccccc2)n(C)c1=O	-1%	0%	.	-13	-2%	?	5%	1%	.	-4%
O=C(CCC(=O)OCC(=O)c1ccc([N+](=O)[O-])cc1)Nc1ccccc1Cl	-1%	1%	0%	-3	0%	-2%	1%	0%	.	-37%
Clc1ccccc1Cc1noc(CN2CCCCC2CCc2ccccn2)n1 (configuration not stated)	-1%	.	-5%	-19	-1%	0%	4%	-4%	?	-34%
CC1CC(C)CN(S(=O)(=O)c2ccccc2[N+](=O)[O-])C1 (configuration not stated)	12%	10%[46.1 µM]	.	-20	-4%	2%	-5%	-4%	-4%	0%
Cc1cccc(N2CCN(c3ccc(N4C(=O)CCCC4=O)cc3[N+](=O)[O-])CC2)c1C	1%	0%[46.1 µM]	12%	-9	-12%	-7%	2%	-6%	4%	15%
CCc1c(C)c(C#N)c2nc3ccccc3n2c1N1CCN(c2cc(C)ccn2)CC1	1%	.	?	0	.	11%	7%	.	-23%	.
COc1ccc2[nH]c3c(c2c1)CCN1C(=O)C(CC(=O)NCCN2CCOCC2)C[C@H](C(=O)N2CCOCC2)[C@@]31C (some centres not stated)	.	-6%[46.1 µM]	.	0	-4%	.	-3%	-2%	.	4%
CCOc1cccc(C(=O)Nc2nnc(-c3ccco3)s2)c1	-1%	-2%	31%[activator]	42	-1%	1%	.	-1%	-9%	16%
COc1ccc(Oc2cccc(Cl)c2CNC(=O)CCC(=O)O)cc1	6%	9%	-28%	4	-6%	11%	3%	-2%	.	5%
O=C(C[n+]1cccc(NC(=O)c2ccccc2)c1)c1cccc([N+](=O)[O-])c1	1%	-5%	?	7	-12%	0%	0%	-4%	-29%	?
Cc1cc2ccccc2nc1SCC(=O)N1CCCC1	0%	-1%	7%	4	4%	5%	-1%	-7%	2%	12%[7.66 µM]
Cc1ccc(S(=O)(=O)N2CCC(C(=O)Nc3cccnc3)CC2)cc1	.	4%[46.1 µM]	.	-15	2%	.	6%	-2%	.	3%
O=C(NC1CCCC1)c1cc2c(=O)n3ccccc3nc2s1	7%	1%	.	7	.	.	16%	-2%	.	?
C[C@H](CO)N1C[C@H](C)[C@@H](CN(C)Cc2ccc(C(=O)O)cc2)Oc2c(NS(=O)(=O)c3ccccc3)cccc2C1=O	.	-7%	.	5	5%	.	6%	-3%	.	21%
CCc1ccc(-c2cnc3nc[nH]c(=O)c3n2)cc1	.	-1%	.	.	.	.	.	-2%	.	35%
NS(=O)(=O)c1ccc(N2CCN(C(=O)C3COc4ccccc4O3)CC2)nc1 (configuration not stated)	-6%	5%	.	.	-1%	.	-8%	-1%	.	12%
CCCCNC(=S)N(C)N=C1CCC(c2ccccc2)CC1 (configuration not stated)	8%	-5%	-6%	-8	-1%	6%	13%	1%	13%	1%
CS(=O)(=O)N1CCN(c2ccccc2F)CC1	-5%	0%	12%	.	4%	-1%	.	-7%	4%	11%
Clc1ccc2[nH]c(-c3ccccc3)cc2c1	-2%	-7%	-2%	-7	-22%	-21%	13%	-5%	?	9%
CCOc1ccc(NC(=O)c2cccc(NC(C)=O)c2)cc1S(=O)(=O)N1CCCC1	6%	-2%	.	-24	0%	.	1%	0%	.	-27%
CC(C)c1cc(NCc2ccccn2)n2c(nc3ccccc32)c1C#N	6%	0%	.	-14	.	1%	9%	0%	-10%	-34%[inhibitor]
COC(=O)C1CCN(C(=O)CN2C(=O)NC(CC(C)C)C2=O)CC1 (configuration not stated)	.	.	.	14	2%	.	8%	-7%	.	1%
CCOC(=O)C1CCCCN1Cc1cc(Cl)ccc1O (configuration not stated)	3%	3%	0%	-14	2%	0%	11%	-15%	-1%	-29%
CCOc1ccc(-c2cn(S(=O)(=O)c3cccc4nsnc34)nc2N)cc1	13%	-1%	?	3	-9%	6%	2%	-4%	?	?
COc1ccccc1-n1cc2ccc([N+](=O)[O-])cc2n1	.	3%	.	.	-2%	.	.	-3%	.	1%
